STK33 kinase inh – inhibitors of purified STK33 kinase, primary screen, biochemical, ADP-Glo luminescence, homogeneous, cell-free | MBP phosphorylation | inhibition, % at 10 µM | AID 2661, 2010 | actives 0.073% (n = 320,000) | Serine/threonine-protein kinase 33 (Homo sapiens), Q9BYT3;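 active = inhibition at or above 25%, using the most active replicate where run in duplicate; inactive = inhibition below 25%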
Target sequence (Q9BYT3 whole entry, looked up): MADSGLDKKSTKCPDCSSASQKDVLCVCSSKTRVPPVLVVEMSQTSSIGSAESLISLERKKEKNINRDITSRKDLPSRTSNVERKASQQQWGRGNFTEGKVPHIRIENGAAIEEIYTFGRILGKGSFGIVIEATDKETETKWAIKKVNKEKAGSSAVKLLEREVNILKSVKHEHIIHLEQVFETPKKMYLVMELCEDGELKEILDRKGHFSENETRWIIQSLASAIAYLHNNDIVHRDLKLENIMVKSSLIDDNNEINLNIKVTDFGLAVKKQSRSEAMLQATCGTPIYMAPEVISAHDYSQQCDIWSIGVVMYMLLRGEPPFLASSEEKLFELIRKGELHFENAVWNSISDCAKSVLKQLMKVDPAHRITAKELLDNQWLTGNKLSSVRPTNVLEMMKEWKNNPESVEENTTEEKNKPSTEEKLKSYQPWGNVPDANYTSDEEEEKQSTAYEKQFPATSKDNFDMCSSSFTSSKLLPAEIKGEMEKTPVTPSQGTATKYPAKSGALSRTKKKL
OX1R antag – antagonists of human orexin 1 receptor (OX1R); Orexin/Hypocretin receptor type 1 (Homo sapiens), O43613; OX1R-expressing cells, FRET antagonist read-out; inhibition, % at 6.6 µM; actives 1.8% (n = 330,000); AID 485270, 2010; in the data active = inhibition mostly above about 38%, no sharp cut-off; inactive = mostly below about 40%;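 also: 0% = agonist challenge alone and 100% = reference antagonist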
Target sequence (O43613 whole entry, looked up): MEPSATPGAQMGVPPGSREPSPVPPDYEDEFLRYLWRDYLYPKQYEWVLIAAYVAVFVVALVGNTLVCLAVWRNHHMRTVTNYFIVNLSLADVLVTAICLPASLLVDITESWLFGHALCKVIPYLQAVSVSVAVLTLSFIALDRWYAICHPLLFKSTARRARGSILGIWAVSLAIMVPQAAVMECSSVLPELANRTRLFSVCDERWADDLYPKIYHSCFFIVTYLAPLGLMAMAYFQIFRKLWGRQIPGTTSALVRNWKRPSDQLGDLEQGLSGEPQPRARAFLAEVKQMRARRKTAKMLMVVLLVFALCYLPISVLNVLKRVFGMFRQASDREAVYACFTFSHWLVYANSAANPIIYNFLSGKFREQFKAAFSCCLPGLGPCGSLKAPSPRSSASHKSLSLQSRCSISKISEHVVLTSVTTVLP
Active calls of the source: *; · = no result given.

OX1R antag,STK33 kinase inh,canonical_smiles
15,-1.6,CCc1nnc(NC(=O)c2cc(OC)c(OC)cc2[N+](=O)[O-])s1
10,-1.7,O=C(CSc1ccccc1C(=O)N1CCN(c2ccc([N+](=O)[O-])cc2)CC1)N1CCCC1
9,-2.0,COc1cc(OC)cc(C(=O)NC(C)c2cnn(-c3ccccc3C)c2C)c1 (stereo unspecified)
14,0.5,COc1ccc(N(CC(O)CN2C(=O)NC(C)(C)C2=O)S(=O)(=O)c2ccccc2)cc1 (stereo unspecified)
10,0.0,O=C(NCc1ccc(Cl)cc1)N1CCN(Cc2ccccc2)CC1
-4,-0.4,Cc1nc2nc(C)c(CCC(=O)N3CCOCC3)c(C)n2n1
5,-0.4,Nc1nonc1C(=Nc1ccc(Br)cc1)NO
35,-1.8,COc1ccccc1N(CC(=O)Nc1ccc2c(c1)OCCO2)S(=O)(=O)c1ccc(C)cc1

Reprinted from the part before: 4 compounds; new compounds follow.
OX1R antag,STK33 kinase inh,canonical_smiles
10,0.0,O=C(NCc1ccc(Cl)cc1)N1CCN(Cc2ccccc2)CC1
-4,-0.4,Cc1nc2nc(C)c(CCC(=O)N3CCOCC3)c(C)n2n1
5,-0.4,Nc1nonc1C(=Nc1ccc(Br)cc1)NO
35,-1.8,COc1ccccc1N(CC(=O)Nc1ccc2c(c1)OCCO2)S(=O)(=O)c1ccc(C)cc1
14,-2.3,CC(C)(CN1CCCC1)NC(=O)C1CCC(=O)N(CCCN2CCOCC2)C1 (stereo unspecified)
8,-0.6,COc1ccc(NC2=NCCC(=O)N2Cc2cccs2)cc1
12,-0.7,O=C(CN(Cc1ccc(F)cc1)C(=O)CNS(=O)(=O)c1ccc(Cl)cc1)NCC1CCCO1 (stereo unspecified)
13,-2.0,Cc1ccc(C(=O)OC2CCS(=O)(=O)c3sccc32)cc1 (stereo unspecified)
-2,-0.5,Cc1ccc(NC(=O)N2CCCC2C(=O)NCc2ccc3c(c2)OCO3)cc1 (stereo unspecified)
24,0.5,CCc1nnc(NS(=O)(=O)c2ccc(N=Cc3c(C)[nH]n(-c4ccc(Cl)cc4)c3=O)cc2)s1
28,-0.6,Cc1ccc2nc(-c3ccncc3)cc(C(=O)Nc3ccncc3)c2c1
16,-0.9,O=C1CCCN2N=C(SCC(=O)Nc3cccc(F)c3)SC2=N1

An excerpt of the results above, as a working copy:
OX1R antag,STK33 kinase inh,canonical_smiles
14,-2.3,CC(C)(CN1CCCC1)NC(=O)C1CCC(=O)N(CCCN2CCOCC2)C1 (stereo unspecified)
8,-0.6,COc1ccc(NC2=NCCC(=O)N2Cc2cccs2)cc1
12,-0.7,O=C(CN(Cc1ccc(F)cc1)C(=O)CNS(=O)(=O)c1ccc(Cl)cc1)NCC1CCCO1 (stereo unspecified)

More results follow.
OX1R antag,STK33 kinase inh,canonical_smiles
29,-1.3,O=C(CSc1ccccc1C(=O)O)NC1CCCCCCC1
13,1.2,CC(NC(=O)Nc1ccccc1)C(c1ccccc1)N1CCOCC1 (stereo unspecified)
9,0.1,O=C(Cn1cc2c(n1)CCCC2)NC1CCCCCC1
7,1.1,Cc1ccccc1C(=O)Nc1nnc(-c2ccco2)s1
-4,-2.3,CCC(C)NC(=O)C1CCN(c2nc(OC)nc(OC)n2)CC1 (stereo unspecified)
-1,0.7,CCN(CC)C(=O)[C@H]1CC(CC(=O)NCCCn2ccnc2)C(=O)N2CCc3c([nH]c4ccccc34)[C@]12C (stereo partly specified)
9,-0.5,CS(=O)(=O)c1cnc2c(-c3ccc(F)cc3)cnn2c1N
6,-1.2,O=C(Nc1ccc2c(c1)OCO2)C1CC(c2ccccc2O)=NO1 (stereo unspecified)
8,-1.0,Cc1ccccc1C(=O)NC(=S)Nc1ccccc1N1CCCC1
7,1.3,CCN(c1ccccc1)S(=O)(=O)c1ccc(C(=O)Nc2cc(C)ccn2)cc1
26,-1.1,CCCc1nc2c([nH]1)C(c1cccnc1)C(C#N)=C(N)O2 (stereo unspecified)
7,0.4,COc1ccccc1NC(=O)CN1CCN(C(=O)c2ccco2)CC1
76,-1.9,CC(=O)N1CCN(C(=S)c2ccc([N+](=O)[O-])cc2)CC1
40*,-1.3,CC(=O)N1CCCc2cc(S(=O)(=O)N3CCCC(C(=O)N4CCN(c5cc(C)ccc5C)CC4)C3)ccc21 (stereo unspecified)
18,-0.9,CCC(C(=O)NCc1cccc(C)c1)n1nc(C)c2c(C)n(-c3ccccc3)nc2c1=O (stereo unspecified)
11,-0.1,CC(/C=N/NC(=O)Cn1nccc1C)=C\c1ccc(C(C)C)cc1

Fetched one by one from above, 7 records:
OX1R antag,STK33 kinase inh,canonical_smiles
-1,0.7,CCN(CC)C(=O)[C@H]1CC(CC(=O)NCCCn2ccnc2)C(=O)N2CCc3c([nH]c4ccccc34)[C@]12C (stereo partly specified)
13,1.2,CC(NC(=O)Nc1ccccc1)C(c1ccccc1)N1CCOCC1 (stereo unspecified)
9,-2.0,COc1cc(OC)cc(C(=O)NC(C)c2cnn(-c3ccccc3C)c2C)c1 (stereo unspecified)
6,-1.2,O=C(Nc1ccc2c(c1)OCO2)C1CC(c2ccccc2O)=NO1 (stereo unspecified)
29,-1.3,O=C(CSc1ccccc1C(=O)O)NC1CCCCCCC1
5,-0.4,Nc1nonc1C(=Nc1ccc(Br)cc1)NO
15,-1.6,CCc1nnc(NC(=O)c2cc(OC)c(OC)cc2[N+](=O)[O-])s1

(next part)
OX1R antag,STK33 kinase inh,canonical_smiles
15,-2.0,Nc1nc(SCC(=O)Nc2ccc(Oc3ccccc3)cc2)n[nH]1
15,-0.3,Cc1ccc(C(=O)NC2CCN(C(=O)Nc3ccc(F)cc3)CC2)cc1
9,-1.1,Cn1c(SCC(=O)c2ccc3c(c2)OCCO3)nnc1C(F)(F)F
8,1.8,CC(C)Cc1nnc(NC(=O)c2ccc3c(c2)OCCO3)s1
32,-0.2,O=C(CSc1n[nH]c(=O)n1C1CC1)Nc1ccc(Cl)c(Cl)c1
9,-1.2,Cn1ccc(-c2ccccc2)n1
13,0.3,O=C1c2ccccc2CSc2c(O)cccc21
2,0.1,CCC(=O)c1cc(F)ccc1OCC(=O)Nc1ccc2c(c1)OCCO2
14,0.1,COc1ccc(CN(CC(=O)NCc2ccc(F)cc2)C(=O)c2csnn2)cc1
7,-1.1,Cc1ccc(CC(=O)Nc2nncs2)cc1
5,-2.2,c1ccc2cc(CNCc3cccc4ccccc34)ccc2c1
31,-0.7,CC1CC(C)CN(CC(=O)c2cccs2)C1 (stereo unspecified)
9,-0.3,Cc1nc(NC(=S)NC(=O)c2ccccc2)sc1C(=O)N(C)C
7,-0.1,CC1CCCC(C)N1/N=C/c1ccccc1C(=O)O (stereo unspecified)
35,2.0,C(=N\Nc1ncnc2sc3c(c12)CCC3)/c1cccs1
3,0.0,CN(CCC#N)C(=O)CSc1nnc(-c2c[nH]c3ccccc23)o1
30,1.3,COc1cc(/C=C/C(=O)Nc2ccc(C)cc2)cc(OC)c1OC
12,-2.9,CCc1nnc(NC(=O)c2ccc(COc3cccc(C)c3)o2)s1
7,-0.5,O=C(CSc1nc(-c2ccco2)cc(C(F)(F)F)n1)N1CCN(c2ccc(Cl)cc2)CC1
20,-2.2,S=C(NCCc1ccccc1)N1CCn2cccc2C1c1cccnc1 (stereo unspecified)
31,1.6,Cc1ccc(C)c(OCC(=O)N/N=C/c2c(C)nn(-c3ccccc3)c2Cl)c1
25,-1.0,O=C(COC(=O)c1c[nH]c(=O)[nH]c1=O)Nc1ccccc1F
46,1.3,O=Nc1c(O)c2ccccc2c2ccccc12
30,-1.1,COc1ccc(S(=O)(=O)NC(C)C(=O)Nc2cccc([N+](=O)[O-])c2)cc1 (stereo unspecified)
9,-1.1,Cc1ccc2[nH]c3c(=O)n(CCCN4CCN(C)CC4)cnc3c2c1
32,·,O=C(COC(=O)c1cc(Br)ccc1O)Nc1ccc2c(c1)OCCO2
39,-2.8,COc1cccc(NC(=O)c2nc(S(C)(=O)=O)ncc2Cl)c1
-3,-2.6,Cc1ccc(S(=O)(=O)c2nc(S(C)(=O)=O)sc2N2CCC(O)CC2)cc1
15,-0.5,CCCNC(=O)NC(C)C12CC3CC(CC(C3)C1)C2 (stereo unspecified)
14,0.1,Cc1c(C(=O)OCCOC(C)C)[nH]c2c1C(=O)CC(c1ccco1)C2 (stereo unspecified)
27,-0.3,CCOC(=O)c1c(Nc2ccccc2N)cc(C)nc1C
48*,-2.5,Cc1nc2ccc(NC(=O)c3ccc(Cl)s3)cc2s1
18,1.5,CCOC(=O)c1c(N)sc(C(=O)OCCOC)c1C
11,-1.4,CC(=O)Nc1ccc(N2C(=O)CC(Sc3nccc(C)n3)C2=O)cc1 (stereo unspecified)
6,-4.9,CC(C)(C)c1nnc(NS(=O)(=O)c2cc(Cl)ccc2Cl)s1
3,-0.3,O=C(COC(=O)/C=C/c1cccc(Cl)c1Cl)Nc1ccc2[nH]c(=O)[nH]c2c1
13,0.2,CCOc1ccc(Br)cc1S(=O)(=O)N1CCCC1
5,-1.2,O=C(Cc1ccc(-n2c(=O)c3ccccc3n(Cc3ccccc3Cl)c2=O)cc1)NCC1CCCO1 (stereo unspecified)
13,2.1,O=c1cc(CSc2nnc(COc3cccc4ccccc34)o2)c2ccccc2[nH]1
21,8.1,CCOC(=O)C1=C(CC)Nc2ccccc2N=C1N
16,0.4,C=CCn1c(SCC(=O)/C(C#N)=C(\C)N)nc2sc(C)c(C)c2c1=O
47,-2.8,O=C(Nc1ccc2oc(=O)ccc2c1)c1ccc2ccccc2c1
5,-1.0,O=C(CSc1ccccc1)NCCc1ccccc1
15,-0.7,Cc1ccc(NC(=O)c2ccc(S(=O)(=O)NCc3cccnc3)cc2)c(C)c1
8,-1.5,O=C(CSc1nc2ccccc2n1Cc1ccccc1Cl)N/N=C/c1ccccc1C(=O)O
14,1.1,CCOC(=O)C(=Cc1ccc(-n2cncn2)cc1)C(=O)OCC
11,-0.5,CCCC1CC(CCc2ccccc2)OS(=O)(=O)N1 (stereo unspecified)
9,0.6,COc1ccc(Cc2nnc(NC(=O)c3ccc(F)cc3)s2)cc1OC
1,-3.5,CCc1c(O)nc(SCC(=O)c2ccccc2)n(-c2ccccc2)c1=O
7,1.3,CCCC(=O)NC(=S)Nc1cccc(C(C)=O)c1
2,0.8,CCCC(C)NC(=O)Cc1ccc(S(=O)(=O)N2CCOCC2)s1 (stereo unspecified)
4,-1.4,CSc1ccc(C=NNc2ccc(S(=O)(=O)Nc3ccccc3C(=O)O)cc2[N+](=O)[O-])cc1
21,0.1,Cc1ccc(C(=O)Cn2c(-c3ccccc3)noc2=O)cc1
22,-1.1,O=C(Cc1ccccc1)NNC(=O)c1ccccc1C(=O)O
·,-0.2,COc1ccc(CCN(C)CC(O)COC(c2ccc(F)cc2)c2ccc(F)cc2)cc1OC (stereo unspecified)
16,-1.2,Cc1cc(C(=O)COc2ccc(C#N)cc2)c(C)n1C1CC1

New compounds follow.
OX1R antag,STK33 kinase inh,canonical_smiles
10,-0.7,O=C(CN1c2ccccc2Sc2ccccc21)N/N=C/c1ccc(Cl)cc1
4,·,COC(=O)CCC(=O)OC
13,-1.5,CCNc1nc(SCC(=O)OC)nc(N(C)C)n1
4,0.0,CNC(=O)C1CC(=O)N(c2ccc(C)cc2)C1 (stereo unspecified)
25,0.8,COc1cccc(CNC(=O)COc2cccc3c2OC(C)(C)C3)c1
24,0.2,O=C(NC1CCN(C(=O)Nc2ccccc2Cl)CC1)c1cccc(F)c1
18,-1.2,O=C(Cc1ccccc1)N1CCN=C1SCc1ccc([N+](=O)[O-])cc1
-7,-0.5,S=c1[nH]nc(C2CCCCC2)n1/N=C/c1c(Cl)cccc1Cl
15,-1.1,N#Cc1c[nH]n2c(=O)c3c(nc12)CCC3
14,1.0,COc1ccc(O)c(C2NC(CC(C)C)(C(=O)O)C3C(=O)N(Cc4ccccc4)C(=O)C23)c1 (stereo unspecified)
12,0.7,O=C(CSc1nc(-c2ccco2)cc(C(F)(F)F)n1)NCCCn1ccnc1
-2,0.7,CCc1ccc(-c2nc(CS(=O)CC(=O)NCCCN3CCC(C)CC3)c(C)o2)cc1 (stereo unspecified)
10,0.3,Cc1ccccc1Oc1ncccc1C(=O)/C(C#N)=C/N(C)C
9,0.4,COc1ccccc1N1CCN(C2CCN(S(=O)(=O)c3ccc4ccccc4c3)CC2)CC1
36,0.9,CCCCOC(=O)c1nc[nH]c1C(=O)OCCCC
17,-2.7,CCN(CC)S(=O)(=O)c1ccc(N2CCCC2)c(NC(=O)C2CCCCC2)c1
14,-3.0,COc1ccc(/C=C/C(=O)CC(O)(c2ccccc2)C(F)(F)F)cc1 (stereo unspecified)
6,0.3,CC(C(c1cccs1)c1c(N)n(C)c(=O)n(C)c1=O)[N+](=O)[O-] (stereo unspecified)
14,-0.5,C=CCNc1nc2c(c(=O)n(C)c(=O)n2C)n1CC(=C)C
6,-1.2,CCSC1=C(C#N)C(c2cccc(O)c2)CC(=O)N1 (stereo unspecified)
6,0.1,O=C(CN1C(=O)NC2(CCCc3ccccc32)C1=O)NCC(F)(F)F (stereo unspecified)
4,-1.7,N/C(CN1CCCC1=O)=N\O
12,-2.1,CCOCCn1c(=O)c2c(nc3n2CCCN3Cc2ccccc2)n(C)c1=O
16,0.8,O=[N+]([O-])c1ccccc1S(=O)(=O)N1CCN(CC2CC3C=CC2C3)CC1 (stereo unspecified)
-6,2.5,O=Cc1cc2ccccc2nc1SCCCF
11,-0.6,Cc1cnc(C(=O)OCC(=O)Nc2sc3c(c2C#N)CCC3)cn1
16,0.2,O=c1oc2ccccc2cc1NCc1ccccc1O
6,-5.2,COc1ccc(C)cc1-n1c(-c2ccncc2)n[nH]c1=S
10,-0.2,CC(=O)Nc1cc(C(=O)c2ccccc2)ccc1N1CCOCC1
24,1.3,Nc1nc2ccc(Cl)cc2c2nc(-c3ccco3)nn12
12,-0.6,O=C1CCN(CCc2ccccc2)CCN1[C@H](CSc1ccccc1)c1ccccc1
29,-2.7,COc1ccc(CCNC(=O)CSc2nnc3ccc(-c4ccncc4)nn23)cc1
5,-1.8,COc1ccc(Br)cc1C(=O)Nc1cccc(-c2nnc(-c3ccco3)o2)c1
